Source: PubChem
TCR activator = Activators of T cell receptors: qHTS campaign; primary human leukocytes, anti-CD3, IL-2 HTRF, 48 h; Potency, µM (doses to about 9.22 µM), for inactives: at the top dose activation of IL-2 secretion, hits mostly activators; 330,000 tested, under 10 active; note: % of control where 0% means no effect
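Compounds are tested in HTS on primary human leukocytes co-incubated with a-CD3 beads for 48 hr. IL-2 output is measured by time-resolved FRET.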
BCR signal inh = qHTS Assay to Find Inhibitors of Chronic Active B-Cell Receptor Signaling; ABC-DLBCL IkBa-CBG/CBR reporter, luminescence ratio, 4 h; Potency, µM (titrated, usually from 46.1 µM), for the others: top-dose ratio change, negative = lower green/red ratio, most hits filed as inhibitors; 340,000 tested, 0.05% active; AID 493014, 2011; active = well fitted inhibition curve with a large enough effect in the signal ratio, with a control signal flat, not every such curve was filed as active; inconclusive = small, poorly fitted or top-dose-only effect, or effect the other way, or a change in a side signal; the % refers to the signal ratio;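 note: potency is the fitted concentration of half-maximal effect; plate controls were basal doxycycline-induced cells for no effect and cells given 10 µM MG132 for full effect; MG132 reads +100%, hits lower the ratio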
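Cell line TMD8 (human ABC DLBCL), stably expressing tet-inducible CBG68-IkBa fusion and CBR; IMDM/0.5% FBS; cpd up to 46 uM; dox induction, 4 h, 37C/5% CO2; dual luminescence; green/red ratio; MG132 control.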
ELG1 DNA repair = qHTS screen for small molecules that inhibit ELG1-dependent DNA repair in human embryonic kidney (HEK293T) cells expressing luciferase-tagged ELG1; HEK293T ELG1-luciferase reporter, luminescence, 16 h; DNA damage induced by 5-fluorouridine; Potency, µM (titrated, usually from 46.1 µM), for inactives: top-dose activity change, negative = inhibition, actives largely listed as inhibitors; 330,000 tested, 2.3% active; note: potency is the fitted concentration of half-maximal effect; % is set by controls: 0 for no effect and ±100 for the full control effect; nearly all actives have a fitted effect of over 55% in size
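Cells (2,000 per well) received 5-fluorouridine plus test compound or DMSO and were incubated 16 hr at 37 °C, 5% CO2. Luciferase activity was read by luminescence 30 min after ONE-Glo addition; signal suppression marked inhibition of damage-induced ELG1 function.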
PTAP TSG101 blk = qHTS Assay for Iinhibitors of HIV-1 Budding by Blocking the Interaction of PTAP/TSG101. Fluorescence polarization, FITC-PTAP peptide / Tsg101 binding. Potency, µM (doses to about 115 µM), for the others: at the highest dose activity change, negative = inhibition, most hits filed as inhibitors. 340,000 tested, under 10 active. Tumor susceptibility gene 101 protein (Homo sapiens), Q99816. AID 493005, 2010; active = well fitted inhibition curve with a large enough effect in the main read-out, with a control signal flat, not every such curve was filed as active; inconclusive = small, poorly fitted or top-dose-only effect, or effect the other way, or a change in a side signal; inactive = no such curve, though single readings can be large or run the other way; note: potency is the fitted concentration of half-maximal effect; % of control where 0% means no effect
Target sequence (Q99816 whole entry, looked up): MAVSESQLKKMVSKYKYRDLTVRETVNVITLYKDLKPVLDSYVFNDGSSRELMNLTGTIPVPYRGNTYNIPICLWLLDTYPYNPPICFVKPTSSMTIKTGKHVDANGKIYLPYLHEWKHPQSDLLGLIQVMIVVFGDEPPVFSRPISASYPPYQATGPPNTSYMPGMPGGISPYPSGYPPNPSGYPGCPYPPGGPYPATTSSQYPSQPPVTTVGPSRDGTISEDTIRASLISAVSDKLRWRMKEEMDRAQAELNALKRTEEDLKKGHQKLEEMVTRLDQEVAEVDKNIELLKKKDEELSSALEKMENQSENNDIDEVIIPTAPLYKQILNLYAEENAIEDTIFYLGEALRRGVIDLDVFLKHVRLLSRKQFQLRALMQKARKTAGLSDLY
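Compounds were pin-transferred onto Tsg101 binding domain (10 uM final) in HEPES pH 7.5 buffer, then FITC-PTAP peptide was added at 50 nM final. After 20 min at RT, polarization reported peptide displacement across a qHTS concentration series.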
Tb PFK block = qHTS Assay to Find Inhibitors of T. brucei phosphofructokinase; ATP-dependent 6-phosphofructokinase (Trypanosoma brucei brucei), O15648; T. brucei PFK, ADP-Glo luminescence; Potency, µM (titrated, usually from 57.5 µM), for inactives: top-dose activity, negative = inhibition, hits mostly inhibitors; 330,000 tested, 0.17% active; AID 485367, 2010;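 note: potency is the fitted concentration of half-maximal effect; 0% = uninhibited 1x PFK enzyme wells and -100% = no-enzyme wells; nearly all actives have a fitted effect of over 60% in size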
Target sequence (O15648 whole entry, looked up): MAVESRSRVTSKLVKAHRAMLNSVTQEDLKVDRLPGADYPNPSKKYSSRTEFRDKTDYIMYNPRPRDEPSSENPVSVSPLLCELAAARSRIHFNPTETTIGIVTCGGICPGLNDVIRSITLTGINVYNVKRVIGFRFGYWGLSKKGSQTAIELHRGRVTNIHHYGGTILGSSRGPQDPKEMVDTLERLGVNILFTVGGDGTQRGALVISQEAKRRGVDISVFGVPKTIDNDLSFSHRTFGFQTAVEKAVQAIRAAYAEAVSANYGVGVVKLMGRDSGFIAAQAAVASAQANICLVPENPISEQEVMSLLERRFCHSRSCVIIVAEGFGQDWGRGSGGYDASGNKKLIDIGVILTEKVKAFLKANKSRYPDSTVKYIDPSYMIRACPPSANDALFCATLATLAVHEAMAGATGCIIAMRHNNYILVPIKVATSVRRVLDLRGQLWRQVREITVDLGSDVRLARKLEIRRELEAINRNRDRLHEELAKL
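In TEA buffer at pH 8.0 with 5 mM MgCl2, enzyme (1.25 nM) converted F6P (0.5 mM) and ATP (0.1 mM) for 45 min at room temperature. ADP product was read by luciferase luminescence.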
Mito fusion act = qHTS Assay for Small Molecule Inhibitors of Mitochondrial Division or Activators of Mitochondrial Fusion; S. cerevisiae fusion-defective mutant growth rescue, CellTiterGlo 48 h; 320,000 tested, 0.23% active; Potency, µM (highest dose often 46.1 µM), without a hit: at the top dose growth rescue (activation), most hits filed as activators;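 note: potency is the fitted concentration of half-maximal effect; % of control where 0% means no effect; nearly all actives have a fitted effect of over 45% in size; temperature-sensitive fusion mutants such as fzo1-1 at 37 °C on non-fermentable ethanol glycerol medium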
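Temperature-sensitive fusion-defective S. cerevisiae (e.g. fzo1-1, mgm1-5) were grown with compound in YPEG medium (3% ethanol, 3% glycerol) for 48 hours at 37C. Growth rescue was measured as viability by CellTiterGlo luminescence after 10 minutes at ambient.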
AT treatment = qHTS Assay for Identifying a Potential Treatment of Ataxia-Telangiectasia | […] A-T fibroblasts, KAP-1 phosphorylation AlphaLISA; neocarzinostatin DNA damage 30 min before lysis | Potency, µM (titrated, usually from 57.5 µM), for the others: top-dose activation, most hits filed as activators | 320,000 tested, 0.19% active; note: potency is the fitted concentration of half-maximal effect; % of control where 0% means no effect; nearly all actives have a fitted effect of over 45% in size
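hTERT-immortalized A-T patient fibroblasts ([…]), 500 cells/well in OPTI-MEM, 1% FBS, got compounds for 60 min, then NCS for 30 min at 37C. Lysates were then assayed for phospho-KAP-1 by AlphaLISA (anti-pKAP1 donor, anti-KAP1 acceptor beads), 6 hr at 25C.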
ASM inhibitor = Inhibitors of Secretory Acid Sphingomyelinase (S-ASM): qHTS; placental ASM, HMU-PC fluorogenic substrate, 60 min; Potency, µM (doses to about 57.5 µM), for inactives: at the highest dose activity change, negative = inhibition, hits mostly inhibitors; 340,000 tested, 0.006% active; Sphingomyelin phosphodiesterase (Homo sapiens), P17405; note: potency is the fitted concentration of half-maximal effect
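Human placenta-derived ASM preincubated with compound 10 min at room temperature, then reacted with 9 uM (final) fluorogenic HMU-PC substrate for 60 min at 37 C. Stop solution raises pH to 10; fluorescence read at Ex 386/Em 447 nm.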
Eya2 inh = qHTS Assay for Inhibitors of the Phosphatase Activity of Eya2 | Protein phosphatase EYA2 (Homo sapiens), O00167 | recombinant Eya2, OMFP fluorescence dephosphorylation (OMFP is methylfluorescein phosphate) | Potency, µM (titrated, usually from 76.9 µM), without a hit: at the highest dose activity, negative = inhibition, actives largely listed as inhibitors | 330,000 tested, 0.006% active; note: potency is the fitted concentration of half-maximal effect; % is set by controls: 0 for no effect and ±100 for the full control effect
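Eya2 protein (added as 0.2 uM solution) was preincubated with compound for 10 min at ambient temperature in 50 mM HEPES pH 7.5, 50 mM NaCl, 5 uM MgCl2, 0.05% BSA, 1 mM DTT. OMFP (added at 50 uM) then reacted 10 min; fluorescence read at 485/525 nm.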
a7 integrin act = qHTS for Activators of Integrin-Mediated Alleviation for Muscular Dystrophy; AID 624291, 2012; alpha7betagal myoblasts, beta-gal FDG fluorescence, 48 h; 350,000 tested, 0.064% active; Potency, µM (doses to about 38.3 µM), for inactives: top-dose activation, most hits filed as activators;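 note: potency is the fitted concentration of half-maximal effect; 100% = response of the positive control SU9516; nearly all actives have a fitted effect of over 60% in size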
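Alpha7betagal+/- myoblasts (passage 13) were plated 16-24 hr, then exposed to compounds (1:260 dilution of DMSO stock) for 48 hours at 37C. After MPER lysis, β-galactosidase reporter activity was read as FDG fluorescence (ex 480/em 540) after 30 minutes.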
TSHR antagonist = Antagonists of the Thyroid Stimulating Hormone Receptor: HTS campaign | activity change, negative = inhibition, % at 11.5 µM | Thyrotropin receptor (Homo sapiens), P16473 | TSHR-expressing cells, TSH-stimulated cAMP HTRF, 2 h; hits give low values | 330,000 tested, 0.2% active;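 active = activity change below a set negative limit, meaning inhibition stronger than a set level, cut at about -70% in these data; inconclusive = activity change between two set negative limits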; note: % is set by controls: 0 for no effect and ±100 for the full control effect
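Read-out is FRET at 665 nm (cryptate excitation 337 nm) from a cryptate-tagged anti-cAMP antibody, competed by cell cAMP against cAMP-d2. Compounds are tested on freshly harvested TSHR cells challenged with 4nM TSH (EC80) for 2 hours at 37 deg C.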
Active calls of the source: *; u = inconclusive; x = no result given; [ ] = another dose, or the depositor's remark. Unless noted, calls come from the whole dose curve; as a rule, active = well fitted curve in the direction sought with a large enough effect; inconclusive = small, poorly fitted or top-dose-only effect, or another doubt; inactive = no such curve, though single readings can be large; an effect the other way counts as inactive or inconclusive. Hits appear at their usual frequency. About 3.2% of those tested had a hit in this group.

SMILES	TCR activator	BCR signal inh	ELG1 DNA repair	PTAP TSG101 blk	Tb PFK block	Mito fusion act	AT treatment	ASM inhibitor	Eya2 inh	a7 integrin act	TSHR antagonist
CCCN(CCC)CCCOC(=O)c1ccc(Cl)cc1Cl	-5%	14%	0%	1%	-2%	6%	8%	-1%	4%	0%	-2
Cc1ccc(C(=O)c2c3ccc(C(F)(F)F)cc3[n+]([O-])n2CCC(N)=O)cc1	0%	-10%	-7%	-7%	2%	0%	-5%	-8%	-4%	20%	7
O=C(CCN1C(=O)c2cccc3cccc(c23)C1=O)N1CCN(Cc2ccc3c(c2)OCO3)CC1	x	5%	u	-1%	0%	1%	-3%	-2%	9%	9%[7.66 µM]	-10
CC1=C(C(=O)OC2CCCC2)C(c2ccc(C)o2)C2=C(CC(c3cccs3)CC2=O)N1 (centres undefined)	-4%	u	-20%	-6%	-6%	u	3%	26%	6%	-46%[inhibitor]	8
Cc1c(O)ccc2c(=O)c(Oc3ccccc3)coc12	-3%	0%	18%	-1%	0%	5%	11%	5%	1%	-1%	4
O=C(Nc1ccc2c(c1)oc1ccc(S(=O)(=O)N3CCCC3)cc12)C1CC1	1%	u	16µM*	-2%	-8%	16%	5%	-6%	-2%	22%	-10
CCN(CC)C(=O)C1=C(C)Nc2nnnn2C1c1cccnc1 (centres undefined)	7%	3%	0%	-1%	0%	-1%	3%	0%	4%	-2%	-2
O=c1cc(-c2ccccc2)nc(SCc2ccc(Cl)cc2)[nH]1	-9%	-10%	12%	-1%	-3%	2%	5%	0%	1%	20%	-2
Cc1ccc(S(=O)(=O)c2c(C)cc(C)nc2N2CCCC2)cc1	-1%	-2%	-12%	-8%	-5%	11%	5%	-7%	-6%	23%	-12
CCOC(=O)C(=CNc1cscc1S(=O)(=O)C(C)C)C(=O)OCC	-1%	-3%	0%	-6%	0%	2%	-2%	1%	9%	-3%	1
CN1CCN(c2ccc(CNS(=O)(=O)c3ccsc3)cc2)CC1	0%	6%	12%	0%	-3%	0%	3%	3%	5%	-28%	1
COc1ccc(/C=N/NC(=O)CN2CCSCC2)cc1C	-3%[46.1 µM]	u	20%	-4%	0%	4%	-7%	0%	2%	-18%	4
CC(C)c1ccccc1NC(=O)COC(=O)c1c2c(nc3ccccc13)CCN(Cc1ccccc1)C2	6%[46.1 µM]	0%	12µM*	-2%	-4%	u	-1%	-5%	-4%	-34%	73
O=C(Cc1nn[nH]n1)NCc1ccccc1Cl	0%	-4%	-11%	-7%	3%	8%	1%	0%	1%	15%	20
CC(=O)N(c1ccccc1C)S(=O)(=O)c1ccc(Cl)cc1	-2%	6%	-19%	-1%	3%	u	6%	-1%	-1%	4%	14
COc1ccc(S(=O)(=O)Nc2cccc3c2O[C@H](CN(C)C)[C@@H](C)CN([C@H](C)CO)C3=O)cc1	5%	-1%	16%	-5%	7%	x	-2%	5%	-10%	9%	1
COC(=O)c1c(-c2ccc(C)cc2)csc1NC(=O)Cc1ccc(OC)c(OC)c1	4%	u	u	2%	-5%	0%	5%	1%	-34%	-29%	-19
Cn1ccnc1SCC(=O)Nc1cc(F)ccc1F	-2%	-1%	12%	-3%	1%	1%	8%	1%	-9%	-23%	2
C=CCNc1nc(Nc2ccc([N+](=O)[O-])cc2)nc(OCC)n1	-3%[46.1 µM]	-1%	12%	2%	1%	-7%	7%	3%	1%	15%	2
CN(C(=O)CN1C(=O)/C(=C/c2ccccc2Cl)SC1=S)C1CCS(=O)(=O)C1 (centres undefined)	3%	-17%	19%	0%	0%	19%	-6%	-18%	-15%	32%	-126*
CC1(C)CC(=O)c2cnc3c(C#N)cnn3c2C1	9%	3%	16%	-3%	0%	0%	1%	7%	11%	-19%	-1
O=C1OCCN1C(=O)[C@H]1[C@H](c2ccc([N+](=O)[O-])cc2)C(c2ccc(F)cc2)=NN1c1ccccc1	4%[46.1 µM]	10%	u	-4%	-2%	x	-5%	-13%	0%	32%	-2
CCc1cc2c(-c3ccccc3)cc(=O)oc2cc1OC(C)C(=O)NCC1CCC(C(=O)O)CC1 (centres undefined)	0%	3%	27%	-3%	-5%	1%	-1%	-2%	-1%	25%	5
COc1cccc(NC(=O)c2cc(C(=O)Nc3cccc(OC)c3)n(C)n2)c1	-1%	u	13µM*	0%	0%	5%	-5%	-22%	-17%	3%	4
COc1cc2c(C#N)c(N3CCN(c4ccccc4OC)CC3)nc(N)c2c(N)n1	-3%	u	9.2µM*	0%	-2%	u	3%	63%[activator]	5%	-12%	-24
Cn1nc(C(=O)NCc2ccccn2)c2ccccc2c1=O	x	7%	u	-4%	-6%	0%	-5%	2%	4%	13%	0
O=C(CCSCCc1ccccn1)Nc1c(F)cc(F)cc1Br	-11%	-6%	-8%	-6%	0%	-3%	-5%	5%	5%	2%	25
Cc1cc2cc(CN3C(=O)c4ccccc4C3=O)ccc2n1C	2%[46.1 µM]	1%	1%	-2%	1%	-2%	2%	-1%	5%	-3%	4
CC/C=C\[C@H](O)[C@H](O)C1=C(C)C(=O)[C@]2(O1)C(=O)N[C@@](OC)(C(=O)c1ccccc1)C2O (some centres undefined)	7%	7%	-3%	1%	1%	-1%	-7%	2%	0%	9%	-2
COc1cc(NC(=O)CSc2nnnn2C2CCCC2)cc(OC)c1	-1%	u	-1%	0%	-3%	6%	14%	-1%	u	-6%	-5
CCn1c(SCc2nc3ccccc3c(=O)[nH]2)nnc1-c1ccncc1	-1%	u	2%	-4%	2%	0%	0%	1%	8%	4%	-3
COc1ccc(S(=O)(=O)N2CCCCCC2)cc1NC(=O)CN1C(=O)NC(C)(c2ccccc2)C1=O (centres undefined)	0%	12%	u	-7%	-5%	1%	0%	-1%	28%	-31%	-10
CCN(CC)c1nc(N2CCN(CCO)CC2)nc2ccccc12	-2%	-6%	0%	-1%	1%	-1%	6%	19%	-4%	-11%	33
O=S(=O)(NC1=NCCC1)c1cccc(NC(=S)NCCc2ccccc2)c1	-2%[46.1 µM]	-6%	0%	-1%	-9%	0%	-1%	0%	2%	-12%	12
CCCn1c(=O)c2ccccc2n2c(SC(C)C(N)=O)nnc12 (centres undefined)	3%	6%	0%	0%	1%	1%	9%	4%	-13%	-13%	3
CCOCCCNC(=O)CN1C(=O)COc2ccc(S(=O)(=O)N3CCOCC3)cc21	5%	-1%	6%	2%	-1%	-4%	11%	3%	-20%	-5%	8
O=C(CCC(=O)N1CCN(c2ccc(F)cc2)CC1)c1ccc(Cl)cc1	7%	-6%	-2%	1%	-2%	-1%	13%	-3%	1%	6%	-16
O=C1NCCN1C(=O)c1ccccc1F	5%	-2%	4%	-4%	-1%	1%	-2%	1%	5%	11%	0
CN(C)C(=O)CCN1CCOCC1	1%	-1%	1%	0%	-6%	0%	11%	3%	-8%	-4%	5
CCOC(=O)C(NCc1ccco1)(NC(=O)c1ccccc1)C(F)(F)F (centres undefined)	-2%	u	-5%	-5%	3%	3%	14%	0%	1%	-1%	15
COCCn1c(N)c(N(Cc2ccccc2)C(=O)C2=COCCO2)c(=O)[nH]c1=O	-2%	1%	6%	-4%	4%	2%	-3%	18%	-2%	9%	-36
